KDM5B inhibitor – inhibitors of human KDM5B histone demethylase | AID 1347165 | KDM5B demethylase, FDH-coupled NADH fluorescence (FDH is formaldehyde dehydrogenase) | actives 2.6% (n = 220,000) | Potency, µM (titrated, usually from 57.7 µM), inactives show at the highest dose activity change, negative = inhibition, usual class: inhibitors | Q9UGL1; active means well fitted inhibition curve with a large enough effect; inconclusive means small, poorly fitted or top-dose-only effect; inactive means no such curve, though single readings can be large or run the other way; further: 0% is about no effect; nearly all actives have a fitted effect of over 70% in size
Target sequence (Q9UGL1 whole entry, looked up): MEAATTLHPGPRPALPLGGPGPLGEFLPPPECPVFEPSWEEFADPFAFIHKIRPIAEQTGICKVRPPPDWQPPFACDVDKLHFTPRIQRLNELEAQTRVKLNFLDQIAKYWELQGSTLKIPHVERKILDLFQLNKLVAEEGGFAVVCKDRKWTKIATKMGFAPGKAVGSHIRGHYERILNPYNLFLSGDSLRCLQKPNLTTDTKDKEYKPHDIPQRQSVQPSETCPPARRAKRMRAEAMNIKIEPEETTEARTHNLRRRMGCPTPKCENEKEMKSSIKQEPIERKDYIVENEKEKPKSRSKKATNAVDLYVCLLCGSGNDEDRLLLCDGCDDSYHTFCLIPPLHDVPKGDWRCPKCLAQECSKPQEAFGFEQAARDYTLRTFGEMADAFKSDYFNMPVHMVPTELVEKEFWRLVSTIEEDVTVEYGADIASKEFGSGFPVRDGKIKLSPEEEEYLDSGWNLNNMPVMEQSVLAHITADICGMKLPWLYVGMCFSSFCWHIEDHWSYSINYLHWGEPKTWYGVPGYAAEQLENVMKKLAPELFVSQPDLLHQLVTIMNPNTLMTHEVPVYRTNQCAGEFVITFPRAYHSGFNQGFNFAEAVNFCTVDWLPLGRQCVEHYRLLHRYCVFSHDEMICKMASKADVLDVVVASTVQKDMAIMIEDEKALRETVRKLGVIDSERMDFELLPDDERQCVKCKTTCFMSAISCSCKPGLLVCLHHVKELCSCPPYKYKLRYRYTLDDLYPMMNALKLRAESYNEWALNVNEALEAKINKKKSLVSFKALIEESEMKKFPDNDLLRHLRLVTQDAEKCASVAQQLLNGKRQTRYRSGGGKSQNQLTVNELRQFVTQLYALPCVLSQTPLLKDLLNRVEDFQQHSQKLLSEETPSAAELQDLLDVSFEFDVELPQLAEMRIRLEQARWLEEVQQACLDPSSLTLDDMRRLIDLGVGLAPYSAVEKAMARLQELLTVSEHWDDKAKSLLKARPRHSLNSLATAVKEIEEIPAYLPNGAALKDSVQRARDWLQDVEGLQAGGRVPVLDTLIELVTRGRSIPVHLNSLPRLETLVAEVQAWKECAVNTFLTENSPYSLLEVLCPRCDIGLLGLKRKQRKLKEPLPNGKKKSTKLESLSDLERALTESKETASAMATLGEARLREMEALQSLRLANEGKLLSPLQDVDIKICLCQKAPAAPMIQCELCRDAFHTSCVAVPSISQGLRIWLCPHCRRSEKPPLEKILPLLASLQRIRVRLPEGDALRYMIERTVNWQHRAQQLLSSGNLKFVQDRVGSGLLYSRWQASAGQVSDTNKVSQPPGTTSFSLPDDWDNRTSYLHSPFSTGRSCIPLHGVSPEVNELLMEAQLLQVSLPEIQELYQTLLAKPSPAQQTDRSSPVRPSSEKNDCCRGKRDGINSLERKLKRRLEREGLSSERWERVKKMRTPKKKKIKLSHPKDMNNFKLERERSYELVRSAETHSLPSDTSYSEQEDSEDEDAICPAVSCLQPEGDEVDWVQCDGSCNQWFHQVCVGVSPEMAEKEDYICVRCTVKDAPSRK
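Inhibition is measured as reduced NADH fluorescence generation from FDH coupling to formaldehyde release. Truncated KDM5BΔAP at 200 nM final acts on H3K4me3 peptide (12.5 µM in substrate mix) in pH 7.5 HEPES buffer with Tween-20, 30 min, room temperature.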
The depositor's hits bear a star; ? = inconclusive; & = joins results of further samples; [ ] = remark or other dose. Potency means the concentration at half of the fitted maximal effect.

SMILES	KDM5B inhibitor
O=C(NCCNC(=O)c1ccccc1)c1ccccc1	-2.8%
CC(=O)N1CCc2nn(CC(=O)Nc3cc(F)cc(F)c3)c(=O)cc2C1	4.0%
O=C(Nc1ccc(Cl)nc1)c1c[nH]c2cccnc12	-0.1%[149 µM]
Cc1cc(F)ccc1-c1[nH]nc2ncc(-c3cccnc3)nc12	?
CNc1snc(C)c1C(=O)OC(C)C(=O)NC1CCCC1 (stereo unspecified)	12.1%
O=C(O)C1C(c2ccccc2)C(C(=O)O)C1c1ccccc1 (stereo unspecified)	26.4%
COC(=O)c1ccc(NC(=O)CN2C(=O)c3cccc4cccc2c34)cc1	?
CC1CN(C(=O)CCC(=O)NCc2cccc(Cl)c2)c2ccccc2S1 (stereo unspecified)	-57.6%
CC(C)Oc1ccc(C(=O)N2CCN(c3nc4sc5c(c4c(=O)n3C)CCCC5)CC2)cc1	19.3%
COc1cccc(C2c3c(oc4cc(C)cc(C)c4c3=O)C(=O)N2CCc2ccc(OC)c(OC)c2)c1 (stereo unspecified)	-4.1%
C[C@@H]1OCN(C)[C@H]2C[C@H]3c4[nH]c5cccc(-c6ccccc6)c5c4CCN3C[C@@H]12	?
O=C(NCc1nncn1CCc1ccccc1)C1CC2(CCNCC2)CN1 (stereo unspecified)	?
CN(Cc1ccc(Cl)c(Cl)c1)C(=O)Cn1nnn(-c2cccs2)c1=O	-16.1%
COc1cc(OC)c(NC(=O)CN(C)S(=O)(=O)c2ccc3c(c2)CCCC(=O)N3)cc1Cl	-17.8%
COc1cccc(COC(=O)c2nn(-c3ccccc3)nc2N)c1	?
O=C1CCN(C(=O)CCc2ccccc2)CCCOCCN1	-2.4%
Cc1nc(NCCC(C)C)sc1C(=O)Nc1ccccc1	-6.1%
COc1ccc(C(O)(C2CCCCC2)C(CN2CCCC2)c2ccccc2)cc1 (stereo unspecified)	-5.9%
CC1=NS(=O)(=O)N(C)C=C1C(=O)OCc1nc(C2CC2)no1	23.4%
Cc1ccc(C(=O)Nc2ccccc2C(=O)N2CCN(c3ccccc3)CC2)cc1	-8.7%
CCn1ccc(C(=O)N[C@@H]2CN(S(C)(=O)=O)C[C@H]2CN(C)C)n1	33.3%
COc1ccc(Cl)cc1C(=O)N1CCC(Oc2ccc3c(cnn3CCC(=O)O)c2)CC1	-19.3%
Clc1ccc(-c2nnc([C@H]3CCN(Cc4ccco4)C3)o2)cc1	-6.3%[86.2 µM]
Cc1oc2c(c(C)cc3oc(=O)c(CC(=O)NCCc4ccc(Cl)cc4)c(C)c32)c1C	?
Cc1ccc(N2CC(NC(=O)CCCc3ccccc3)CC2=O)cc1 (stereo unspecified)	-5.5%

Compounds listed so far with a COOH group, in the order listed:
SMILES	KDM5B inhibitor
O=C(O)C1C(c2ccccc2)C(C(=O)O)C1c1ccccc1 (stereo unspecified)	26.4%
COc1ccc(Cl)cc1C(=O)N1CCC(Oc2ccc3c(cnn3CCC(=O)O)c2)CC1	-19.3%

A second format for two compounds above.
| molecule | KDM5B inhibitor |
| --- | --- |
| CC(C)Oc1ccc(C(=O)N2CCN(c3nc4sc5c(c4c(=O)n3C)CCCC5)CC2)cc1 | 19.3% |
| Cc1ccc(N2CC(NC(=O)CCCc3ccccc3)CC2=O)cc1 (stereo unspecified) | -5.5% |

New compounds follow:
SMILES	KDM5B inhibitor
O=C(Nc1cccc(C(F)(F)F)c1)O[C@@H]1CO[C@H]2[C@@H]1OC[C@@H]2NC(=S)Nc1ccc(Cl)cc1	-27.0%
COc1cccc(NC(=O)CCc2c(C)nc3nc(CNC(=O)c4cccc(F)c4)nn3c2C)c1	?
CCOC(=O)Oc1ccc2c(=O)c(Oc3cccc(C)c3)c(C(F)(F)F)oc2c1	-27.6%
CCC(=O)Nc1ccc(/C(C)=N/O)cc1	24.8%
COc1cc(OC)c(OC)cc1/C=C1\Oc2cc(OC(=O)C(C)(C)C)ccc2C1=O	24.4%
Cc1ccc(NC(=O)CN(C)C(=O)Nc2ccc(C)cc2)cc1	17.3%
O=C(O)CCn1cc(C(C(=O)O)N2CCN(Cc3cccnc3)CC2)c2ccc(F)cc21 (stereo unspecified)	-0.4%
COC(CNC(=O)c1ccc(CNC(=O)c2cccc(Br)c2)cc1)OC	8.3%
COCCCn1c(-c2ccc(OC)cc2)nc2c1c(=O)[nH]c(=O)n2Cc1ccccc1	-41.9%
COc1ccc(Nc2cc(-n3ncc(C(C)=O)c3C)nc(C)n2)cc1	3.8%
O=C(O)C/C(=C/c1ccc(Cl)cc1)c1nc2ccccc2s1	-1.9%
CCNC(=O)NCC12CC3CC(CC(C3)C1)C2	24.8%
CC(C)CCN1CCC(C2CCN(C(=O)c3ccncc3)CC2)C1 (stereo unspecified)	-8.8%
Cc1sc2c(c1C)c(=O)n(-c1ccccc1)c(=O)n2CC(=O)c1ccc(Cl)cc1	-32.8%
COc1ccc(COc2ccc(C#N)cc2OC)cc1	26.3%
Cc1ccc(C)c(C(=O)NC2CCN(C(=O)c3cc4c(=O)[nH]c(C)cn4n3)CC2)c1	-18.7%
Cc1ccc(C(=O)NCc2nnc3c(-c4nc(C(C)C)no4)cccn23)cc1	?
CC(C)CNC(=O)c1coc(COc2ccc3c(c2)C(c2cccc(F)c2)N(C(=O)C2CC2)CC3)n1 (stereo unspecified)	-3.1%
COC(=O)C1=C(C)N(c2ccccc2)C(=O)CC1C(=O)Nc1ccccc1 (stereo unspecified)	18.7%
N#Cc1ccc(C(=O)NC2CCN(c3cc(-c4ccc(Cl)cc4)[nH]n3)C2)cc1 (stereo unspecified)	?
O=C(NNC(=O)c1ccccc1[N+](=O)[O-])c1ccc(NS(=O)(=O)c2cccs2)cc1	-18.1%
C[S+](=O)([O-])N1CCCC2(CC(c3ccccn3)=NO2)C1 (stereo unspecified)	26.4%[149 µM]
CNC(=O)N1CCC(C2CCN(S(=O)(=O)Cc3ccc(C)cc3)C2)CC1 (stereo unspecified)	-17.4%
COc1ccc(-c2nnc([C@H]3CCN(Cc4ccccc4Cl)C3)o2)cc1	?
CNC(=O)NC(=O)CSc1nnc(-c2ccccc2Cl)n1-c1cccc(C(F)(F)F)c1	-18.9%
Next section
SMILES	KDM5B inhibitor
Cc1ccc(C2SCCN2C(=O)c2cc3ccccc3oc2=O)cc1 (stereo unspecified)	-16.9%
O=[N+]([O-])c1ccc2nonc2c1Nc1ccc(Cl)cc1	12.6%
CCc1nnc(NC(=O)c2cc(OC)c(OC)cc2OC)s1	?
CC(NC(=O)c1ccccc1NC(=O)CSc1nncn1-c1ccccc1F)c1ccccc1 (stereo unspecified)	17.7%
CO[C@H]1C(=O)N(C(C)C)[C@H]1C1CCN(C(=O)c2cccc(C#N)c2)CC1	-20.6%
COc1ccc(/C=N/NC(N)=S)cc1	-11.6%
Cc1c(NC2=NS(=O)(=O)c3ccccc32)cccc1C(=O)O	0.3%
COc1ccc(S(=O)(=O)N2CCN(CC(=O)Nc3ccc(Cl)c(C(F)(F)F)c3)CC2)cc1	-29.8%
COCCCN1CC2(CCN(C(=O)c3nn(C)c4ccccc34)CC2)CC1=O	-19.2%
CN(CC(=O)N[C@H]1CCOC[C@H]1C1CCOCC1)Cc1ccncc1	-11.6%
Cn1nnc(-c2cccc(NC(=O)CC[C@H]3NC(=O)c4ccccc4NC3=O)c2)n1	17.3%
CN(CC(O)COC(CCl)CCl)S(=O)(=O)O (stereo unspecified)	8.6%
Cc1nnsc1-c1c(C(=O)N2CCOCC2)c(C)nn1-c1ccccc1	9.2%
Nc1nonc1-c1nc2ccccc2n1CC(=O)Nc1ccccc1	9.1%
CC1(C(=O)N2C[C@@H](Oc3ccccc3)C[C@H]2C(=O)N2CCOCC2)CCCCC1	-1.3%
CCC1=C(C(=O)OC)C(c2cccc(OC)c2)N2C(CC(=O)NC3CC3)=CSC2=N1 (stereo unspecified)	-33.6%
CCCCCNS(=O)(=O)c1ccc(N2CCCCS2(=O)=O)cc1	-4.1%
CNC(=O)NC(=O)C(C)Sc1ccc(Br)cc1 (stereo unspecified)	13.1%
CCOC(=O)C(NC(=O)c1ccccc1)c1c(C)nn(-c2ccccc2)c1C (stereo unspecified)	9.4%
CCCCc1c(C)nc2ccc(C)cc2c1SCC(=O)O	14.4%
COCCn1c2c(c(=O)n1-c1ccccc1)CCN(C(=O)c1ccccc1)C2	8.7%[86.2 µM]
Fc1ccc(CNCc2cccc(OCc3ccccc3)c2)cc1	-8.1%
C=C(C)Cn1c(SC/C=C/C)nc2c1c(=O)n(C)c(=O)n2C	7.4%
COc1ccc(S(=O)(=O)Nc2ccc(-c3cn4c(C)csc4n3)cc2)cc1	-16.4%
Cc1ccc(-c2ccccc2)c(Oc2cccc(C#N)c2C#N)c1	?
Following part:
SMILES	KDM5B inhibitor
O=C(NCc1ccc(Cl)cc1)c1cnn2ncccc12	35.5µM*
Cn1c(=O)n(C)c2cc(S(=O)(=O)N3CCCCC3)ccc21	5.3%
CC1(C)CC(CC(=O)O)(c2cccc(C(F)(F)F)c2)CCO1 (stereo unspecified)	20.6%
CN(c1ccc(OCC(=O)N2CCN(c3ccc(F)cc3)CC2)cc1)S(=O)(=O)c1cccs1	-3.0%
Cc1cccc(-c2nnc(SCC(=O)C(C)(C)C)n2C)c1	-6.5%
FC(F)(F)c1cccc(-c2nc(COc3ccc(Cl)cc3Cl)no2)c1	-7.7%
COC(=O)c1cc(OC)c(OC)c(OC)c1NC(=O)c1cc(=O)n(C)c(=O)n1C	0.6%
Cc1nnc2ccc(SCC(=O)Nc3ccccc3)nn12	?
O=C(CNc1n[nH]c(=O)[nH]c1=O)N/N=C/c1ccccc1	-6.9%
O=[N+]([O-])c1cccc(NC(c2ccccc2)c2ccccc2)c1	8.5%
Cc1ccc2nc(/C(C#N)=C/c3cc(I)cc(I)c3OCc3ccccc3)[nH]c2c1	-8.8%
Cc1cc(C(=O)N2CCC(F)(c3nc(-c4ccncc4)no3)CC2)n[nH]1	10.0%
COCCN(C)C(=O)C1(C)CN(Cc2ccccc2)Cc2ccc(NCC(C)C)nc21 (stereo unspecified)	31.6µM*
O=C(NCCc1noc(C2CC2)n1)c1n[nH]c2ccccc12	-23.4%
O=c1c2ccccc2nc2sc(Nc3cccc(C(F)(F)F)c3)nn12	1.3%
Cn1ccnc1CN1CCC2(CC1)COCCN2C(=O)OCc1ccccc1	-8.2%[86.2 µM]
CCc1ccc(S(=O)(=O)N2CCN(Cc3ccco3)CC2)cc1	?
O=C(NCCOc1ccccc1)c1cnc2n1CCN(Cc1ccncc1Cl)CC2	-26.2%[86.2 µM]
CCOc1ccc(/C=C2\SC(=S)N(C(C(=O)O)c3ccccc3)C2=O)cc1OC (stereo unspecified)	12.4%
O=C(NC1CCc2nnc(C3CC3)n2CC1)C1CC=CCC1 (stereo unspecified)	-16.8%
O=C(Cn1nc2n(c1=O)CCCCC2)Nc1ccccc1C(F)(F)F	-2.0%
O=[N+]([O-])c1ccc(N2CCCCC2)nc1	13.8%
COc1ccc(C2CC(=O)N(Cc3ccccc3C)c3c2c(C)nn3-c2nc(C)cc(C)n2)c(OC)c1 (stereo unspecified)	17.4%&13.3%
COC(=O)[C@]12C[C@H](CC(=O)NCCc3ccccc3OC)C(=O)N(Cc3cccc4ccccc34)C1=C[C@H](C(C)C)O[C@@H]2C1CC1	-24.3%
O=S1(=O)C=CC(N(Cc2ccccc2)Cc2cccc(F)c2)C1 (stereo unspecified)	-27.2%

Copied from the list:
For KDM5B inhibitor, Cn1c(=O)n(C)c2cc(S(=O)(=O)N3CCCCC3)ccc21 has the entry 5.3%
For KDM5B inhibitor, Cc1cc(C(=O)N2CCC(F)(c3nc(-c4ccncc4)no3)CC2)n[nH]1 has the entry 10.0%
For KDM5B inhibitor, FC(F)(F)c1cccc(-c2nc(COc3ccc(Cl)cc3Cl)no2)c1 has the entry -7.7%
For KDM5B inhibitor, O=[N+]([O-])c1ccc(N2CCCCC2)nc1 has the entry 13.8%
For KDM5B inhibitor, O=[N+]([O-])c1cccc(NC(c2ccccc2)c2ccccc2)c1 has the entry 8.5%

A section from the list above:
SMILES	KDM5B inhibitor
O=C(NCc1ccc(Cl)cc1)c1cnn2ncccc12	35.5µM*
Cn1c(=O)n(C)c2cc(S(=O)(=O)N3CCCCC3)ccc21	5.3%

Carrying on:
SMILES	KDM5B inhibitor
Cc1nc2c(cnn2C(C)C)cc1C(=O)Nc1nc(-c2ccc3c(c2)OCO3)cs1	-17.3%
COc1ccc(-n2nnc(-c3nc(-c4cccs4)no3)c2N)cc1	13.4%
CCOc1ccc(NC(=O)C(C)Oc2ccccc2Cl)c2cccnc12 (stereo unspecified)	?
CCc1nc(-c2c3n(c(=O)n(CC(=O)NCc4cccc(OC)c4)c2=O)CCCC3)no1	1.6%
O=C(CSCc1ccc(F)cc1)N1CCc2c([nH]c3ccccc23)C1c1ccc(Cl)cc1 (stereo unspecified)	?
CCSc1ccc(-c2ccc(SCC)cc2)cc1	10.8%
COc1ccc(-c2nc(-c3ccccc3)nc3c2CN(C(=O)C2CC2)CC3)cc1	84.9%[activator]
O=C(Cn1ncc2ccccc2c1=O)Nc1ccc(F)c(F)c1F	1.3%
CCc1nn(Cc2c(C)cc(C)cc2C)c(=O)c2cc3cc(C)ccc3n12	-8.9%
Cn1c(SCc2csc(-c3ccsc3)n2)nnc1C1CC1	-5.7%
CC(C)NC(=O)Cn1ccn2nc(-c3ccccc3)c(CO)c2c1=O	-1.8%
Cc1nc(C)c(C(=O)NCc2cccnc2)s1	6.2%
CCOc1ccc(NC(=O)CSc2nc3ccsc3c(=O)n2CC)cc1	-6.9%
Cc1ocnc1C(=O)N1CCC2(CC1)CN(CC(C)c1ccccc1)C(=O)O2 (stereo unspecified)	11.8%
O=C1c2c(nc(COc3cc(F)cc(F)c3)n2Cc2ccccc2)NCCN1Cc1ccccc1F	?
COc1ccc(-c2nc(NCCN(C)C3CCCCC3)c3ccccc3n2)cc1	?
Cc1cc(Nc2ccc(C)c(Cl)c2)nc(N2CCOCC2)n1	2.5%

Assay outcomes deposited in PubChem by National Center for Advancing Translational Sciences (NCATS).

Not all compounds are listed; the hit share may differ from the screen's.
